Assay outcomes from PubChem.
Growth percent in the NCI-60 one-dose screen (48 h, 10 µM unless noted): 100 = growth as untreated, 0 = no growth, -100 = all killed.
MDA-MB-231: MDA-MB-231 breast cancer; AID 1794789; actives 5% (n = 81,000)
MOLT-4: MOLT-4 leukemia cells | actives 6.9% (n = 80,000) | AID 1794779
MCF7: MCF7 breast cancer. actives 6.3% (n = 82,000). AID 1794796
RPMI-8226: RPMI-8226 leukemia cells; actives 7.5% (n = 77,000)
MDA-MB-468: MDA-MB-468 breast cancer. AID 2202374. actives 8.5% (n = 78,000)
SR: SR leukemia cells; actives 8.7% (n = 73,000)
MDA-MB-435: MDA-MB-435 melanoma. actives 7.8% (n = 82,000)
K-562: K-562 leukemia | actives 7.4% (n = 78,000)
* marks the source's active call; other numbers are inactive results; . = not tested or not shown; & = joins results of further samples; [ ] = remark or other dose. Rule for the calls: active = growth percent below 10; inactive = the rest.

Values run as follows: MDA-MB-231, MOLT-4, MCF7, RPMI-8226, MDA-MB-468, SR, MDA-MB-435, K-562
> CS(=O)(=O)Nc1ccc(C(=O)NC(C(=O)NO)c2ccc(C3CC3)cc2)cc1 (stereo not given)
    114, 99, 96, 109, 96, 116, 107, 83
> C=CCN1C(=O)CS/C1=N\Nc1cc(=O)[nH]c2ccccc12
    89, 105, 99, 94, 102, 91, 94, 94
> N#Cc1c(-c2ccc(Cl)cc2Cl)cc(-c2ccccc2)[nH]c1=O
    93, 81, 76, 80, 108, 88, 112, 83
> O=C(Nc1ccccc1Cl)N1CCOCC1
    104, 116, 96, 103, 110, 113, 97, 124
> FC(F)(F)c1cccc(OCC2CNC(=S)O2)c1 (stereo not given)
    115, 99, 88, 69, 84, 95, 98, 93
> C=C1C(=O)O[C@H]2[C@H]1CC/C(COC(=O)CCCCC(=O)OC/C1=C/CC[C@@]3(C)O[C@H]3[C@H]3OC(=O)C(=C)[C@@H]3CC1)=C\CC[C@@]1(C)O[C@@H]21
    30, 10, 21, 5.7*, 46, 2.3*, 56, 9.0*
> COc1ccc(Oc2nc(Nc3ccc(N4CCOCC4)cc3)ncc2NC(=O)c2ccc3c(c2)OCO3)cc1
    99, 69, 91, 78, 95, 63, 98, 77
> NC(=O)C(=CNC(=S)Nc1ccc(S(=O)(=O)Nc2ccccn2)cc1)C(N)=O
    97, 99, 104, 98, 94, 95, 110, 107
> CCCCCCCCn1cc[n+](C)c1 (tested in a mixture with another compound)
    66, 87, 76, 116, 38, 82, 56, 94
> COc1ccc(C2=NN(c3ccccc3)C(c3cn(-c4ccccc4)nc3-c3ccccc3)C2)cc1 (stereo not given)
    107, 75, 87, 89, 132, ., 103, 95
> O=C1NC(=C(Cl)Cl)/C(=N/S(=O)(=O)N2CCCCC2)N1
    -6.7*, -49*, 10, -23*, -38*, -46*, 48, -52*
> CC(C)c1cc(C(C)C)n2nc(N)nc2n1
    109, 84, 112, 64, 102, 52, 119, 102
> Cc1ccc(S(=O)(=O)N2CCC(C3(C(F)(F)F)N=N3)CC2)cc1
    96, 101, 97, 92, 84, 101, 97, 85
> COC1C(O)CC(OC2CC(OC3CC(O[C@@H]4C(=O)c5c(cc6cc(OC7CC(OC8CC(O)C(O)C(C)O8)C(O)C(C)O7)c(C)c(O)c6c5O)CC4[C@H](OC)[C@@H](O)C(C)=O)OC(C)C3O)OC(C)C2O)OC1C (stereo not given in full)
    36, -2.2*, 4.6*, 7.4*, -40*, 4.8*, 5.8*, 9.2*
> COC(=O)CC[C@@H]1O[C@@H](c2cccc(C(F)(F)F)c2)C[C@H]1O
    107, 103, 105, 107, 94, 102, 105, 103
> Cc1nc2[nH]c(=S)[nH]c(=O)c2nc1C
    102, 118, 96, 97, 115, ., 108, 117
> Cc1nc2ccccc2c(/C=C/c2ccc(Br)cc2)c1C(N)=O
    78, 96, 77, 85, 99, ., 101, 80
> CS(=O)(=O)Nc1nc2ccccc2c(=O)o1
    110[100 µM], 112[100 µM], 87[100 µM], 106[100 µM], 98[100 µM], 99[100 µM], 105[100 µM], 105[100 µM]
> Nc1nccc(NCCSCc2ccccc2)n1
    101, 105, 95, ., 83, 104, 95, 99
> Cc1ccc(-c2cc(-c3cccn3C)[nH]c(=O)c2C#N)cc1
    99, 111, 87, 95, 108, 92, 101, 101
> O=C1OCCN1/N=C/c1ccco1
    106, 95, 96, ., 100, 85, 111, 104
> Oc1ccc(-c2ccccc2)cc1O
    ., 76, 105, 71, 109, 78, 105, 96
> S=C1SCCN1Cc1ccccc1
    103&104, 102&90, 98&91, 91&99, 90&91, 102&96, 108&103, 103&92
> O=C(Nc1ccc2[nH]ncc2c1)c1ccccc1-n1cnnn1
    105, 94, 95, 104, 95, 89, 110, 94
> CC(=O)O[C@H]1CC[C@@]2(C)C(=CC[C@@H]3[C@@H]2CC[C@]2(C)C(Cl)=C(c4nc5ccccc5[nH]4)C[C@@H]32)C1
    84, 70, 100, 53, ., 62, 88, 44
> COc1cc(C2CC(c3cc(OC)c(OC)c(OC)c3)=NN2C(C)=O)ccc1OCc1ccc(F)cc1 (stereo not given)
    61, 31, 35, 37, 47, 40, 62, 28
> c1ccc2c(c1)cnc1c3ccccc3n(CCCn3ccnc3)c21
    71, 23, 77, 59, 71, 49, 90, 74
> C=CS(C=C)=NS(=O)(=O)c1ccc(C)cc1
    103, 59, 43, 50, 44, 18, 52, 69
> COc1ccc(C2CC(c3ccc4c(c3)OCO4)=Nc3c(N)ncnc3N2)cc1 (stereo not given)
    90, 92, 91, 56, ., 86, 105, 100
> NC(N)=NN=C1c2ccccc2-c2ccccc21
    94, ., 97, 72, 87, ., 101, .
> O=c1c2cc(Cl)ccc2oc2ccc(OCCCCCCN3CCCCC3)cc12
    92, 66, 75, 69, 86, 61, 93, 48
> CC(=O)n1cc(C=O)c2ccccc21
    113, 91, 95, 98, 112, 97, 109, 87
> COc1ccc(-c2cc(-c3ccc(N)cc3)[nH]c(=O)c2C#N)cc1[N+](=O)[O-]
    87, 99, 98, 102, 98, 78, 105, 91
> CC(=O)[C@H]1CC[C@H]2[C@@H]3C=CC4=CC(=O)CC[C@@]4(C)[C@@H]3CC[C@]12C
    113, 94, 109, 93, 110, 103, 120, 97
> CCN1C(=S)N(CC)C2Nn3c(s/c(=C4\C(=O)N(C(C)C)c5ccccc54)c3=O)=NC21 (stereo not given)
    81, 102, 78, 96, 92, 108, 106, 100
> Cc1c/c(=N\NC(=O)Nc2ccccc2Cl)oc2cc(O)ccc12
    96, 95, 111, 92, 120, 90, 96, 88
> COc1ccc(Nc2ccc(NC(=O)c3ccc([N+](=O)[O-])cc3)cn2)cc1
    85, 89, 87, 96, 76, 98, 100, 81
> O=S(=O)(Nc1ccc(Cl)c(Cl)c1)c1ccc(-c2cnc(C3CC3)o2)cc1
    28, 32, 18, 25, 7.7*, 44, -33*, 16
> CCCCCCOc1ccc(/C=N/Nc2cc(C)nc3ccc(Cl)cc23)cc1
    -80*, -26*, -67*, -35*, -57*, -7.4*, -76*, -20*
> O=C(O)CCCCCn1c(-c2ccc(Cl)cc2)nc(-c2ccccc2)c1-c1ccccc1
    88, 86, 94, 76, 82, 87, 96, 81
> CN(C)CCCn1c2c(c3ccc(-c4ccn[nH]4)cc3c1=O)C(=O)c1ccccc1-2
    71, -0.7*, 9.5*, -1.0*, 35, -1.1*, 78, 25
> NC1=NC2(CS1)CSC(N)=N2
    103, 98, 95, 103, 115, 92, 102, 98
> Cn1cnc([N+](=O)[O-])c1S(=O)(=O)Nc1ccccc1
    97, 94, 90, ., 98, 81, 102, 80
> COc1cc(/C=C/c2nnc(-c3cc(-c4ccc(C)c(C)c4)n[nH]3)o2)cc(OC)c1OC
    90, 77, 81, 72, 78, 99, 81, 69
> CCOC(=O)NC(=S)Nc1ccc2c(ccn2C(=O)c2cccc(F)c2)c1
    92, 99, 96, 105, 103, 95, 107, 100
> CCCCOCCOC(=O)c1ccccc1O
    103, 87, 101, 101, 98, 100, 126, 105
> CCC/C=C(\C)C(C#N)CC (stereo not given)
    101, 103, 95, 105, 95, ., 93, 104
> Cc1ccc(-c2nc3ccc(C(=O)N=Nc4c(O)[nH]c5ccc(Br)cc45)cc3[nH]2)cc1
    23, ., 22, 50, 63, ., 58, .
> O=C(CCCC(=O)NCc1ccc(Cl)cc1Cl)NCc1ccc(Cl)cc1Cl
    97, 89, 95, 90, 92, 104, 101, 102
> O=C(Nc1ncc(Cc2cccc(Cl)c2)s1)C1COc2ccccc2O1 (stereo not given)
    94, 84, 90, 82, 80, 100, 75, 75

Going on with the list:
Values run as follows: MDA-MB-231, MOLT-4, MCF7, RPMI-8226, MDA-MB-468, SR, MDA-MB-435, K-562
> Cc1cc(OC(=O)c2nnn(-c3ccccc3Cl)c2C)nc2[nH]c(=O)sc12
    102, 104, 101, 97, 108, ., 102, 112
> Cc1ccc(S(=O)(=O)N(C(=S)OCCN2C(=O)c3ccccc3C2=O)c2ccccc2F)cc1
    87, 79, 69, 67, 66, ., 38, 55
> O=C(O)CCCCSCCCCC(=O)O
    107, 93, 98, 98, 95, 88, 107, 98
> NC(=O)c1cccc(N)c1
    101, 84, 96, 102, 95, 90, 101, 93
> CN(C)c1ccc(N=Nc2ccc(S(=O)(=O)O)cc2)cc1
    106&112, 106&94, 94&92, 111&103, 89&101, 105&94, 108&107, 97&104
> COc1ccc(OC)c(-n2cc(C#N)c(N)c2C(=O)c2ccc(C)cc2)c1
    103, 103, 87, 119, 87, 119, 101, 99
> CCCCOc1ccc(OCCCN2CCN(C(=O)OCC)CC2)cc1
    93, 71, 93, 74, 70, 73, 105, 61
> CC/C(=C(/c1ccc(Cl)cc1)c1ccc(OCCN2CCCC2)cc1)c1ccc(Cl)cc1
    101, 79, 54, 120, 112, 73, 103, 65
> O=C(NNc1nc2cc(F)ccc2n2c(CO)ccc12)c1cnccn1
    36, 2.5*, 8.7*, 21, -14*, 5.2*, 27, 8.9*
> COc1ccc2c(c1)OC1=C(C(=O)OC1)C2c1cc(OC)c2c(c1)OCCO2 (stereo not given)
    25, 21, 10, 25, 1.9*, 27, -18*, .

Look-ups from the results shown.
K-562 result of NC(=O)c1cccc(N)c1 is entered as 93
SR result of COc1ccc2c(c1)OC1=C(C(=O)OC1)C2c1cc(OC)c2c(c1)OCCO2 (stereo not given) is entered as 27
K-562 result of Cc1cc(OC(=O)c2nnn(-c3ccccc3Cl)c2C)nc2[nH]c(=O)sc12 is entered as 112
MDA-MB-468 result of O=C(O)CCCCSCCCCC(=O)O is entered as 95
SR result of CN(C)c1ccc(N=Nc2ccc(S(=O)(=O)O)cc2)cc1 is entered as 105&94
MOLT-4 result of CC/C(=C(/c1ccc(Cl)cc1)c1ccc(OCCN2CCCC2)cc1)c1ccc(Cl)cc1 is entered as 79
MCF7 result of COc1ccc(OC)c(-n2cc(C#N)c(N)c2C(=O)c2ccc(C)cc2)c1 is entered as 87

Sorted by molecular weight (highest first): some entries from above
Values run as follows: MDA-MB-231, MOLT-4, MCF7, RPMI-8226, MDA-MB-468, SR, MDA-MB-435, K-562
> Cc1cc(OC(=O)c2nnn(-c3ccccc3Cl)c2C)nc2[nH]c(=O)sc12
    102, 104, 101, 97, 108, ., 102, 112
> CCCCOc1ccc(OCCCN2CCN(C(=O)OCC)CC2)cc1
    93, 71, 93, 74, 70, 73, 105, 61
> O=C(NNc1nc2cc(F)ccc2n2c(CO)ccc12)c1cnccn1
    36, 2.5*, 8.7*, 21, -14*, 5.2*, 27, 8.9*
> CN(C)c1ccc(N=Nc2ccc(S(=O)(=O)O)cc2)cc1
    106&112, 106&94, 94&92, 111&103, 89&101, 105&94, 108&107, 97&104

(list continues)
Values run as follows: MDA-MB-231, MOLT-4, MCF7, RPMI-8226, MDA-MB-468, SR, MDA-MB-435, K-562
> Cc1cc2[nH]c(=O)c3c4ncccc4cn3c2cc1C
    29, 19, 12, 2.9*, 23, -1.4*, 11, 3.3*
> CC1(C(=O)O)CCC(N)(C(=O)O)C1(C)C (stereo not given)
    108, 100, 99, 92, 115, 105, 115, 107
> O=C1CCC23OC(C(O)c4ccccc4N12)C1C(c2ccccc2)=NOC13 (stereo not given)
    98, 99, 101, 99, 114, 104, 108, 99
> CCOC(=O)CC[C@H](NC(=O)c1ccc(NC(=O)Cn2cnc3c(c(C)nn3-c3ccc(F)cc3)c2=O)cc1)C(=O)OCC
    ., 93, 94, 98, 94, 74, 103, 103
> Cc1ccccc1CO
    109, 124, 99, 137, 102, 134, 83, 103
> CC1=C2[C@@H](CC1)[C@]1(C)O[C@@](C(C)C)(C[C@H]1OC(=O)[C@H](C)N)[C@H]2OC(=O)/C=C/c1ccccc1
    104, 92, 95, 95, 104, 92, 102, 92
> CC(C)OC(=O)Nc1cc(C(F)(F)F)cc(C(F)(F)F)c1
    108, 103, 93, 98, 100, 105, 98, 94
> CCCn1c(O)c(N=Nc2nc(-c3cc4ccccc4oc3=O)cs2)c2ccccc21
    14, 97, 33, 103, 91, 18, 101, 103
> O=c1nc(/C=C/c2ccc(Cl)cc2)oc2ccccc12
    99, 103, 105, 100, 113, 100, 109, 106
> Oc1ccc(C=NCCN=Cc2ccc(O)cc2O)c(O)c1
    98, 89, 125, 96, 104, 87, 108, 95
> O=C(c1ccc2nc(NS(=O)(=O)c3ccc4ccccc4c3)sc2c1)N1CCN(c2ccc(Cl)cc2)CC1
    108, 94, 96, 94, 110, 84, 109, 94
> Cc1cc(Nc2nc(-c3ccncc3)nc3ccccc23)n[nH]1
    84, 61, 40, 92, 84, 18, 40, 38
